GluA2 TARP mod: modulators of AMPA receptor GluA2-stargazin complexes. O88602+P19491. calls only at 30 µM. HEK293 GluA2+stargazin, membrane potential dye (FDSS), glutamate EC50; hits were called plate by plate, in both directions. actives 3.5% (n = 40,000);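 active = any of four per-well response measures lying three or more SD from its plate-wide compound average, in either direction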
GluA2 TARP mod agonism max-min: second read-out of GluA2 TARP mod, no call of its own (marks repeat the call); compound max-min signal; compound-alone response (agonism);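 unitless range of fluorescence divided by baseline over first 100 seconds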
GluA2 TARP mod glutamate slope: also measured in GluA2 TARP mod; calls as there; glutamate slope, % of max; measured here: glutamate response slope, % max;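 scaled per plate between vehicle wells and maximal 1 mM glutamate control wells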
Numbers without * were called inactive; i = inactive. The list is partial, so the mix of outcomes need not match the whole.

SMILES	GluA2 TARP mod	GluA2 TARP mod agonism max-min	GluA2 TARP mod glutamate slope
Cc1c(Cc2ccccc2)sc(NC(=O)C2CCCCC2C(=O)O)c1C(N)=O (centres undefined)	i	0.034	30
O=C(Cc1ccc(NS(=O)(=O)c2ccc3c(c2)OCCO3)cc1)NC1CC1	i	0.061	31
COc1ccc(C(=O)NCC23CC4CC(CC(C4)C2)C3)cc1	i	0.043	35
COc1ccc(S(=O)(=O)Nc2nc(C(=O)Nc3cccc(Cl)c3)cs2)cc1	i	0.11	33
CN(C)C(CNS(=O)(=O)c1cc(Cl)ccc1Cl)c1cccs1 (centres undefined)	i	0.11	48

3 compounds already listed, ordered by formula weight, highest first.
SMILES	GluA2 TARP mod	GluA2 TARP mod agonism max-min	GluA2 TARP mod glutamate slope
COc1ccc(S(=O)(=O)Nc2nc(C(=O)Nc3cccc(Cl)c3)cs2)cc1	i	0.11	33
O=C(Cc1ccc(NS(=O)(=O)c2ccc3c(c2)OCCO3)cc1)NC1CC1	i	0.061	31
COc1ccc(C(=O)NCC23CC4CC(CC(C4)C2)C3)cc1	i	0.043	35

Assay outcomes: PubChem, Vanderbilt High Throughput Screening Facility
